Mtb FBA inh: Mtb FBA enzyme inhibitors, primary screen, biochemical, fluorescence, strain H37Rv; inhibition, % at 1 µM; actives 2.3% (n = 360,000); Fructose-bisphosphate aldolase (Mycobacterium tuberculosis (strain ATCC 25618 / H37Rv)), …; purified M. tuberculosis FBA, fluorescence read-out; in the data active = inhibition above about 27%;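 also: 0% = vehicle and 100% = reference inhibitor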
Target sequence (P9WQA3 whole entry, looked up): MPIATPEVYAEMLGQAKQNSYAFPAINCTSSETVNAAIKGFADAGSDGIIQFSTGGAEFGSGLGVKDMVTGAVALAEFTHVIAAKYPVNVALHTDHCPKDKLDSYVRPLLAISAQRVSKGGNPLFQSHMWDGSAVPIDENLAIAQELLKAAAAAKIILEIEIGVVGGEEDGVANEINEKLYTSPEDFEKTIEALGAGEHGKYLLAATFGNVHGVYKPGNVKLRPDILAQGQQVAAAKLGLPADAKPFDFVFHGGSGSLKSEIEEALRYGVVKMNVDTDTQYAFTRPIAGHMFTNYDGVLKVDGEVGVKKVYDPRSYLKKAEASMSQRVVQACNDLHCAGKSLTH
GDH-TPI inh: GDH-TPI coupling enzyme inhibitors, primary screen, artefact control for M. tuberculosis FBA inhibitor project, biochemical, absorbance, full deck | GDH-TPI coupled enzyme counterscreen, NADH absorbance | inhibition, % at 4.8 µM | actives 1.2% (n = 360,000); in the data active = inhibition above about 30%;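 also: 0% = DMSO wells and 100% = wells lacking the enzyme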
Mtb BioA inh: M. tuberculosis BioA enzyme inhibitors, primary screen, biochemical, plate reader, single point, HTS; actives 0.096% (n = 360,000); inhibition, % at 9.99 µM; 7,8-diaminopelargonic acid synthase BioA (Mycobacterium tuberculosis); purified M. tuberculosis BioA enzyme; AID 602481, 2012; in the data active = inhibition above about 40%; inconclusive = no clear call, values can overlap the other calls
Mtb UGM inh: M. tuberculosis UGM enzyme inhibitors, primary screen, biochemical, fluorescence polarization, single point. UDP-galactopyranose mutase (Mycobacterium tuberculosis (strain ATCC 25618 / H37Rv)), …. purified UGM, fluorescence polarization probe displacement. inhibition, % at 10 µM. actives 0.06% (n = 320,000); in the data active = inhibition above about 10%, passing the limit was not always enough; inconclusive = no clear call, values can overlap the other calls
Target sequence (P9WIQ1 whole entry, looked up): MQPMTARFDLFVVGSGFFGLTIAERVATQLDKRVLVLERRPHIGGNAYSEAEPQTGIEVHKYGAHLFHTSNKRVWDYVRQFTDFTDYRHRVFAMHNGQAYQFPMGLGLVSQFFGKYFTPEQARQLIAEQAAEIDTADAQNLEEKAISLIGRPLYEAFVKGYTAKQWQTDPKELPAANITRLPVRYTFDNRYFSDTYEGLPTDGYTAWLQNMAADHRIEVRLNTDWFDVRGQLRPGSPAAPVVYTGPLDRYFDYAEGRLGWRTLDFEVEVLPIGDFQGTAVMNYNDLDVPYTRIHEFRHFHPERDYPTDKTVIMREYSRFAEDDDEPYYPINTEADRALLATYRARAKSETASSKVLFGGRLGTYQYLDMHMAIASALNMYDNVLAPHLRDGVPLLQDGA
BH1578 lux ind: inducers of Vibrio cholerae quorum light production without autoinducers, primary screen, BH1578 luxS cqsA deficient, single point. V. cholerae BH1578 lux reporter, luminescence, 6 h. activation, % at 18.7 µM. actives 0.16% (n = 350,000); in the data active = activation mostly above about 9.7%, no sharp cut-off; inconclusive = no clear call, values can overlap the other calls; inactive = mostly below about 3.7%; also: not every result past the cut was called active; inactives centre near 0; reference of the scale not given here
Yp Topo-I inh: Yersinia pestis topoisomerase I inhibitors, primary screen, biochemical, cleavage product accumulation, plate reader, single point; AID 504884, 2011; actives 0.064% (n = 360,000); activity, % at 10 µM; DNA topoisomerase I (Yersinia pestis CO92); Y. pestis Topo-I cleavage product accumulation; in the data active = activity above about 50%, passing the limit was not always enough; inconclusive = no clear call, values can overlap the other calls; also: inactives centre near 2
TcdB inh: TcdB glycohydrolase inhibitors, primary screen, biochemical, single point, plate reader; inhibition, % at 9.99 µM; TcdB glycohydrolase enzymatic assay; AID 652162, 2013; actives 0.24% (n = 350,000); in the data active = inhibition above about 10%
FadD28 binding: inhibitors of FadD28 bisubstrate probe binding, primary screen, biochemical, fluorescence polarization, single point; inhibition, % at 12.5 µM; actives 0.22% (n = 360,000); AID 588549, 2011; in the data active = inhibition above about 8.5%, passing the limit was not always enough; inconclusive = no clear call, values can overlap the other calls
PfHsp40 yeast: rescue of yeast from PfHsp40 toxicity, primary screen, S. cerevisiae, ATP luminescence; actives 0.68% (n = 340,000); S. cerevisiae expressing PfHsp40, growth rescue; AID 504582, 2011; growth rescue, % at 12.5 µM; in the data active = growth rescue above about 28%, passing the limit was not always enough; inconclusive = no clear call, values can overlap the other calls;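 also: yeast W303a lacking pdr1 and pdr3 grown in galactose medium; growth measured after three days at 30 °C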
* = called active by the depositor; i = inactive; ? = inconclusive; / = not tested or not shown; & = joins results of further samples.

Structure	Mtb FBA inh	GDH-TPI inh	Mtb BioA inh	Mtb UGM inh	BH1578 lux ind	Yp Topo-I inh	TcdB inh	FadD28 binding	PfHsp40 yeast
Cn1c(=O)c2[nH]c(N3CCOCC3)nc2n(-c2ccccc2)c1=O	0	4	-1.3	-3.3	/	1	-0.5	-0.5	-0.7
Cc1nc(C)c(-c2ccc(SCc3ccccc3C)nn2)s1	1	12	4.5	-2.6	-0.3	25	0.9	-0.2	0.5
CCN(CC)S(=O)(=O)c1ccc(C(=O)N2CCc3ccccc32)cc1	1	0	/	0.7	i	0	1.5	0.1	-0.5
Cc1ccc(NC(=O)c2noc3c2CC(C(C)(C)C)CC3)cc1 (stereo unspecified)	2	5	/	2.6	i	1	/	-2.1	1.8
CCCCCOC(=O)Nc1ccc(S(=O)(=O)Nn2cnnc2)cc1	3	3	-3.1	2.8	i	-9	-0.8	-0.4	0.0
CN(NC(=O)COc1ccccc1)C1=NS(=O)(=O)c2ccccc21	4	4	/	-1.9	2.2	2	1.6	0.8	-1.7
Cc1ccc(N2C(=O)NC(=O)/C(=C\C=C\c3ccco3)C2=O)cc1	-7	-1	-0.7	-3.2	-2.4	7	-0.6	0.0	0.4
Cc1cc(NC(=O)C(C)SCC(=O)OCc2ccc(Cl)cc2Cl)no1 (stereo unspecified)	3	8	-3.7	0.6	i	-4	0.5	-2.1	-1.1
BrCC1C[n+]2c(SCc3ccccc3)nc3sc4c(c3c2O1)CCCC4 (stereo unspecified)	0	17	0.6	-1.9	-0.2	15	0.7	-18	1.1
COc1ccccc1OCC(=O)OC/C(O)=C(\C#N)c1nc2ccccc2[nH]1	0	5	-0.5	0.6	i	-9	0.9	-2.2	-0.3
CCCCC(=O)Nc1ccc(C(N)=O)cc1	2	9	-1.4	-1.9	3.8	5	/	0.0	-0.7
Cc1ccc(N2C(=O)NC(=O)/C(=C/c3ccoc3)C2=O)cc1	-3	4	/	/	-0.8	-5	0.5	3.8	0.6

3 structures out of the list, ordered by length of the SMILES, lowest first.
Structure	Mtb FBA inh	GDH-TPI inh	Mtb BioA inh	Mtb UGM inh	BH1578 lux ind	Yp Topo-I inh	TcdB inh	FadD28 binding	PfHsp40 yeast
CCCCC(=O)Nc1ccc(C(N)=O)cc1	2	9	-1.4	-1.9	3.8	5	/	0.0	-0.7
BrCC1C[n+]2c(SCc3ccccc3)nc3sc4c(c3c2O1)CCCC4 (stereo unspecified)	0	17	0.6	-1.9	-0.2	15	0.7	-18	1.1
Cc1ccc(N2C(=O)NC(=O)/C(=C\C=C\c3ccco3)C2=O)cc1	-7	-1	-0.7	-3.2	-2.4	7	-0.6	0.0	0.4

The list goes on:
Structure	Mtb FBA inh	GDH-TPI inh	Mtb BioA inh	Mtb UGM inh	BH1578 lux ind	Yp Topo-I inh	TcdB inh	FadD28 binding	PfHsp40 yeast
CCOC(=O)c1sc2nc(C)nc(Nc3ccc(OC)c(OC)c3)c2c1C	1	6	/	-1.1	-0.2	0	0.5	-2.0	0.4
Cc1ccc(CN2CCN(/N=C/c3cc(Br)ccc3F)CC2)cc1	3	-4	-0.2	-0.9	1.8	6	0.5	-4.1	-0.4
Nc1c(-c2cccc(Cl)c2)cnn1-c1cccc([N+](=O)[O-])c1	0	4	/	-2.4	-0.3	-6	/	-2.3	17
O=C(c1ccc(COc2ccccc2)o1)N1CCN(S(=O)(=O)c2ccccc2Cl)CC1	-2	0	-0.4	-0.5	-11	46	3.7	-0.5	4.1
COC(=O)C1CCN(c2cc(Cl)nc(N)n2)CC1	5	-3	0.9	-5.8	i	0	1.0	-0.1	-0.6
CCCOc1ccc(NC(=O)CNC(=O)c2cc(OC)cc(OC)c2)cc1OCCC	-1	-6	-1.1	0.7	1.6	24	0.8	-1.4	0.6
CC1CCc2c(sc(NC(=O)/C=C/c3cccs3)c2C(=O)O)C1 (stereo unspecified)	2	30	1.2	-1.2	i	-1	-6.5	1.2	-0.1
COc1ccc(C(=O)Nc2cccc(NC(=O)c3ccc(OC)cc3OC)n2)c(OC)c1	4	1	/	0.7	0.9	-7	-0.4	-1.4	0.1
COc1cc(N)c(Cl)cc1C(=O)OCC(=O)Nc1cccnc1Cl	-1	0	2.1	3.6	-0.8	-3	0.3	-2.0	0.6
CC(NC(=O)/C(C#N)=C/c1ccco1)c1ccccc1 (stereo unspecified)	-1	52*	-2.0	0.7	-0.3	1	2.4	-1.7	1.5
CCCN(CCC)C(=O)C1CCCN(S(=O)(=O)c2ccc3c(c2)oc(=O)n3C)C1 (stereo unspecified)	1	7	0.7	0.3	-0.2	7	2.2	-3.4	-0.2
Cc1ccc(C2(C)NC(=O)N(CC(=O)NC(=O)NCCC(C)C)C2=O)cc1 (stereo unspecified)	1	4	2.0	-1.1	-5.0	12	/	0.7	0.4

Next compounds.
Structure	Mtb FBA inh	GDH-TPI inh	Mtb BioA inh	Mtb UGM inh	BH1578 lux ind	Yp Topo-I inh	TcdB inh	FadD28 binding	PfHsp40 yeast
CC(C(=O)N1CCOCC1)N1C(=O)C2C3C=CC(C4CC34)C2C1=O (stereo unspecified)	0	2	-6.1	1.6	-0.2	-2	1.2	0.8	-0.5
CC1(C)Cc2c(C#N)c(SCCC#N)nc(N3CCOCC3)c2CO1	-2	14	-1.4	-1.0	0.6	-5	1.0	-1.7	-0.6
CC1CCc2nc3ccccc3c(C(=O)OCC(=O)NC3CCS(=O)(=O)C3)c2C1 (stereo unspecified)	1	-11	/	-1.4	-0.6	6	2.9	-2.9	-0.2
Clc1ccc(-c2csc(NNC3=NCCCCC3)n2)cc1	-2	1	-0.5	0.6	-0.5	-15	/	-0.9	1.0
CC1=Nc2ccccc2N=C(NC(=O)CSC(=S)N2CCN(C)CC2)C1c1ccccc1 (stereo unspecified)	2	8	-1.6	2.1	-0.7	21	-0.2	-1.4	-1.6
Cc1nn2c(C)c(C(=O)Nc3ccccc3)cnc2c1-c1ccccc1	-1	0	10	-0.3	i	-2	1.0	-1.5	1.7
Cc1nnc(NC(=O)CSc2ncnc3c2cnn3-c2ccccc2C)s1	2	3	-8.0	0.6	-0.5	-2	/	1.0	-0.6
CCNC(=S)NNC(=O)C(c1ccccc1)c1ccccc1	4	5	0.5	1.3	-6.2	-7	1.2	-2.0	0.1
COC(=O)C1C(OC(=O)c2ccccc2)CC2CCC1N2C (stereo unspecified)	2&4	6&16	0.6&-1.1	-1.1	-0.7&-0.6	-1&-2	-1.6&-1.1	-2.2&-2.3	-1.6&-0.7
CC(C)(C)C(=O)Nc1sc2c(c1C#N)CCC2	-3	-5	/	-1.4	-0.7	10	3.4	-4.0	1.3
O=C(Nc1ccccc1)Nc1cccc2cccnc12	5	3	/	1.6	-1.7	-3	/	-12	?
Cc1ccc(S(=O)(=O)Nc2ccc(N3CCOCC3)cc2)cc1C	5	5	-0.4	-1.2	-8.8	-3	0.8	-0.6	-0.5

(list continues)
Structure	Mtb FBA inh	GDH-TPI inh	Mtb BioA inh	Mtb UGM inh	BH1578 lux ind	Yp Topo-I inh	TcdB inh	FadD28 binding	PfHsp40 yeast
COc1ccccc1N1C(=O)c2ccccc2NC1c1cc(OC)c(OC)c(OC)c1 (stereo unspecified)	55*	15	-0.4	0.1	-0.3	-3	-1.3	-0.5	-0.3
Cc1cc(C)cc(N(CC(=O)NC2CCCC2)S(=O)(=O)c2c(C)[nH]c(=O)[nH]c2=O)c1	8	10	-2.1	1.0	-0.5	-2	1.5	-0.8	-1.1
COC(=O)c1ccc(C)c(NC(=O)CN(c2ccccc2)S(=O)(=O)N(C)C)c1	0	-1	/	1.5	-0.4	10	1.1	-0.4	0.7
O=C(O)c1cccc(N/N=C/c2cccs2)c1	0	20	/	3.4	-0.4	-8	-3.0	2.5	0.3
COc1ccccc1/C=N\Nc1cn[nH]c(=O)c1Cl	3	25	/	1.7	i	-10	0.5	-1.2	0.1
NC(CCc1ccccc1)c1csc(NC(=O)NCCc2ccccc2)n1 (stereo unspecified)	-1	10	-0.1	/	-0.7	-4	-0.3	-2.7	/
COc1ccccc1CCNC(=O)CSc1ccc(-c2ccco2)nn1	4	6	/	-0.1	-0.7	-4	-1.3	-3.6	0.8
CCCCNC(=O)C1(C)CCCCN1C(=O)c1ccc(C#N)cc1 (stereo unspecified)	-3	-5	-0.9	/	i	1	1.4	-2.8	/
Cc1ccccc1C1c2[nH]c3ccccc3c2C[C@H]2C(=O)N(C3CC3)CC(=O)N12 (stereo partly specified)	-2	6	-1.5	2.6	-0.5	5	-0.1	-0.6	-1.2
O=C(O)CC(c1ccccc1)c1ccc2c(c1)OCO2 (stereo unspecified)	2	4	0.0	/	i	4	1.4	0.1	/
C=CC[C@@H](CC(=O)NCCO)C(=O)NC[C@H](OC(=O)[C@@H](CC=C)CC(=O)OC(C)(C)C)c1ccccc1	3	-18	-0.9	1.5	0.5	20	1.0	-0.4	0.6
COc1ccccc1-c1ccc(/C=N/O)o1	4	27	-0.8	-2.5	i	-4	0.9	-2.8	/

Next part:
Structure	Mtb FBA inh	GDH-TPI inh	Mtb BioA inh	Mtb UGM inh	BH1578 lux ind	Yp Topo-I inh	TcdB inh	FadD28 binding	PfHsp40 yeast
CC1CCC/C(=N\NC(=O)c2ccncc2)C1 (stereo unspecified)	-1	2	/	3.3	-0.7	11	-3.2	1.0	-0.4
COc1ccc2oc(C(=O)N3CCN(c4ncccn4)CC3)c(C)c2c1	3	-6	2.9	-2.3	-0.7	25	-0.1	-3.0	0.7
CC(C)c1nc(SCC(=O)Nc2ccc(N3CCOCC3)cc2)c2ccccc2n1	2	5	-1.5	-1.5	-0.6	3	/	0.5	25*
Nc1nc(-c2ccccc2)nn1S(=O)(=O)c1ccccc1	3	1	-1.8	-3.7	i	-1	1.2	-0.3	-1.3
CN(Cc1cn(-c2ccccc2)nc1-c1ccc(Cl)cc1)C(=O)CCC(=O)O	2	4	/	2.7	-0.2	10	1.1	0.6	0.2
COc1cccc(CNc2nc3nc(C)c(Cl)c(=O)n3[nH]2)c1	-1	-2	-1.3	5.7	-0.1	0	0.4	-1.5	1.0
CCC(=O)N1CCN(c2ccc(Cl)cc2NC(=O)c2ccc(Br)o2)CC1	1	-8	-0.1	0.2	i	-6	/	-2.2	-0.7
CCCCn1c(O)c(C(=O)/C=C/c2ccc3c(c2)OCO3)c(=O)[nH]c1=O	-5	-3	-1.4	3.4	i	5	-1.7	-3.4	-0.1
CCCCCn1c(=O)[nH]c2cc(C(=O)NCc3ccccn3)ccc2c1=O	8	-11	-0.3	3.7	-0.2	3	-0.2	-3.8	19
O=C(NCCCC1CCCC1)C1CCC(=O)N(Cc2ccccc2F)C1 (stereo unspecified)	1	-1	2.2	-0.2	i	37	0.9	0.1	-0.8

Screening results from PubChem BioAssay.
